DDE Tn7 FP inh – disrupts Tn7 cyclic peptide binding to fibrin D-Dimer-E complex; P02675; FP displacement of FITC-Tn7 peptide from fibrin DD(E); 0% = median of compound wells per plate; inhibition, % at 8.3 µM; 370,000 compounds, 0.13% hits; AID 720508;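 active = inhibition above the mean of compounds falling within the control limits plus 3 SD of them, cut at about 14% in these data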;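 note: 0% = plate median of compound wells and 100% = 10 µM Aha-Tn7 peptide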
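Test system: human clot-derived fibrin DD(E) complex / Quantity: 2 µM final DD(E) protein / Incubation: 10 min plus 3 h, room temperature / Measured by: fluorescence polarization / Benchmarks: high control of 10 µM Aha-Tn7 peptide / Replicates: singlicate testing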
MBD2 DNA inh – inhibitors of human MBD2 binding to methylated oligonucleotide; Q9UBB5; TR-FRET; inhibition, % at 4.4 µM; 370,000 compounds, 0.31% hits; in the data active = inhibition above about 13%
proKLK7 act – activates the human kallikrein-7 zymogen | activation, % at 7 µM | 370,000 compounds, 0.9% hits | purified proKLK7, EDANS-DABCYL substrate fluorescence; 100% is mature enzyme control, 0% vehicle;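 active = activation above the mean of all tested compounds plus 3 SD, computed per campaign excluding outliers beyond control limits, cut at about 13% in these data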
Target sequence (P49862 whole entry, looked up): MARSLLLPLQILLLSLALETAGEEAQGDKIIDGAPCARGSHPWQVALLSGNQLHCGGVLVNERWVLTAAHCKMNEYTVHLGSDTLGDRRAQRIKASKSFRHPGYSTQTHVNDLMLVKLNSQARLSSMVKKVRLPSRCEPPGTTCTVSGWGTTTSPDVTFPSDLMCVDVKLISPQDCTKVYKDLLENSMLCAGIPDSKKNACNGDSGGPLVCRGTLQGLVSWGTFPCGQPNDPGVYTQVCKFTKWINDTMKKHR
PRMT1 FP inh – blocks human protein arginine methyltransferase 1. Q99873. recombinant PRMT1, activity-based probe fluorescence polarization. inhibition, % at 2.79 µM. 370,000 compounds, 1.3% hits. AID 652257;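 active = inhibition above about 21% made by adding two undisclosed values, limit read from the data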
Target sequence (Q99873 whole entry, looked up): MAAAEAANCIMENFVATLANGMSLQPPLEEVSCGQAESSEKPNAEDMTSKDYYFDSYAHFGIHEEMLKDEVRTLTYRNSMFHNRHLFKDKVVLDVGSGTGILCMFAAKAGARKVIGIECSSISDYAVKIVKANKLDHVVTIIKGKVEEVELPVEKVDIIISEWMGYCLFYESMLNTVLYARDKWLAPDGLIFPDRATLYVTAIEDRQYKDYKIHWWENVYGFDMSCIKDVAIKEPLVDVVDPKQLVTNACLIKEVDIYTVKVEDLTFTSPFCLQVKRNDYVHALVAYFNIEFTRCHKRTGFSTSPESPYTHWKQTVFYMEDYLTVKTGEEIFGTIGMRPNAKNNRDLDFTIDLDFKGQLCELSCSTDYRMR
LEDGF integ inh – blocks HIV-1 LEDGF/p75-dependent DNA integration; TR-FRET IN-LEDGF/p75 DNA integration, Eu/Cy5; inhibition, % at 3.7 µM; 370,000 compounds, 0.64% hits; AID 743269;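 active = inhibition above the screen-wide mean plus 3 SD, cut at about 13% in these data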;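 note: signal is the Cy5 over europium emission ratio at 671 and 618 nm; 0% = plate median of compound wells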
UHRF1 binding – UHRF1 methyl-DNA binding inhibition; Q96T88; inhibition, % at 4.4 µM; 370,000 compounds, 0.75% hits; AID 687016; UHRF1 binding to methylated oligo, TR-FRET; in the data active = inhibition above about 21%;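 note: UHRF1 SRA domain binding a hemimethylated CpG hairpin DNA probe; 0% = median of test compound wells and 100% = reference inhibitor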
Tn6 DDE FP – inhibitors of Tn6 peptide binding to human fibrin DD(E); P02675; Fibrin DD(E) TRITC-Tn6 fluorescence polarization displacement; inhibition, % at 8.3 µM; 370,000 compounds, 0.21% hits; AID 720509;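 active = inhibition above a per-campaign cutoff: mean of compounds within control limits plus 3 SD, cut at about 15% in these data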;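 note: 0% = median of all compound wells on the plate and 100% = blocking peptide control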
SIAE inh – inhibitors of human sialic acid acetylesterase SIAE; Q9HAT2; SIAE FP-Rh probe binding, fluorescence polarization; inhibition, % at 9.66 µM; 370,000 compounds, 0.69% hits; AID 1053197;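 active = inhibition above a cutoff: mean of compounds within the control limits plus 3 SD of those, cut at about 17% in these data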;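 note: 0% = plate median of compound wells and 100% = probe without SIAE protein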
TCR-CD3 inh – inhibitors of human TCR-CD3 interaction. TAMRA-labeled TCR probe fluorescence, biochemical. 360,000 compounds, 0.37% hits. inhibition, % at 9.4 µM. AID 651800; in the data active = inhibition above about 19%;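 note: recombinant mutant TCR 2C K166C tagged with TAMRA read by polarization; 0% = receptor in buffer alone and 100% = receptor with positive control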
TDP2 absorb – blocks human TDP2 phosphodiesterase activity | O95551 | recombinant TDP2, T5PNP hydrolysis, p-nitrophenol absorbance 415 nm | inhibition, % at 12.8 µM | 370,000 compounds, 0.34% hits;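 active = inhibition above the mean of all tested compounds plus 3 SD, set per campaign, cut at about 25% in these data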;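 note: 0% = DMSO with enzyme and 100% = buffer with substrate but no TDP2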
Target sequence (O95551 whole entry, looked up): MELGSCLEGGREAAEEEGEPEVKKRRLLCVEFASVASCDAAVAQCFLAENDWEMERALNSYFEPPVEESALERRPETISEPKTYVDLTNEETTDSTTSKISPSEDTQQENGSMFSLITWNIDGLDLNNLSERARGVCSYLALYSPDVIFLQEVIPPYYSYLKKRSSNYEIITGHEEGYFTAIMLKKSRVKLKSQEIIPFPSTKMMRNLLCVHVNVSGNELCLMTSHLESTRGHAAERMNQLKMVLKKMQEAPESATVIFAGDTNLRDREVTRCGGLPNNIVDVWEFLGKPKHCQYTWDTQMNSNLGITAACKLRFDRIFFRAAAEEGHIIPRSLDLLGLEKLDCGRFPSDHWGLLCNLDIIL
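Assay system: recombinant human TDP2 / Reagent: T5PNP substrate at 5 mM, a TopII-DNA adduct mimic / Measured by: epi absorbance from released p-nitrophenol / Evaluation: % inhibition relative to enzyme-containing and enzyme-free wells / Control set: enzyme-free and DMSO wells / Replicates: each compound tested once, singlicate / Schedule: enzyme reaction with compound for 2 h at 37 °C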
* marks the source's active call; other numbers are inactive results; x = no result given.

entry	DDE Tn7 FP inh	MBD2 DNA inh	proKLK7 act	PRMT1 FP inh	LEDGF integ inh	UHRF1 binding	Tn6 DDE FP	SIAE inh	TCR-CD3 inh	TDP2 absorb	smiles
1	6.8	1.6	-0.5	-1.6	-7.3	1.8	8.9	6.2	-6.3	8.5	CC(=O)NC(CC(=O)NCCN1C(=O)S/C(=C\c2ccccc2)C1=O)c1ccccc1 (stereo unspecified)
2	3.7	2.6	0.2	1.7	1.4	-0.1	4.6	-3.8	4.1	1.8	O=C(CN(Cc1ccco1)C(=O)CNS(=O)(=O)c1ccccc1)NCc1ccccc1
3	0.4	-7.9	0.0	-1.0	-5.7	1.2	3.9	-1.6	4.8	-3.1	CCc1ccc(CNC(=O)c2nn(C)c3c2CS(=O)(=O)c2ccccc2-3)cc1
4	2.3	-2.0	-0.2	1.9	1.8	0.1	-2.3	0.5	3.9	-1.4	N#Cc1c(NC(=O)CN2C(=O)c3ccccc3C2=O)oc(-c2ccccc2)c1-c1ccccc1
5	-3.1	2.0	-0.1	5.3	-2.2	15.3	0.6	7.6	3.5	2.3	Cc1ccc(C2=NN(C(=O)CSc3nc(N)cc(N)n3)C(c3ccco3)C2)cc1 (stereo unspecified)
6	1.0	-7.2	-0.6	2.3	-1.2	-1.0	-1.8	3.0	5.3	6.0	CCOC(=O)c1c(C)c(C(=O)Nc2ccc3c(c2)OCCO3)c(C)n1C
7	3.4	-4.6	0.1	-1.0	1.5	-4.0	-0.3	-0.7	7.0	6.4	O=C(CNC(=O)c1cccc(OC(F)F)c1)OCC(=O)c1ccccc1
8	-3.0	0.0	-0.1	-1.5	-2.0	9.1	4.3	-12.5	6.5	3.1	Cc1ccc(CC(=O)Nc2nc3ccccc3s2)cc1
9	-4.0	0.8	-0.2	-0.1	0.4	0.5	2.0	-0.1	4.8	-6.2	Cc1cc(C)cc(N(C(=O)c2csnn2)C(C(=O)NC2CCCC2)c2ccccn2)c1 (stereo unspecified)
10	-2.0	-2.2	-0.3	3.5	-0.9	-3.3	-2.9	3.4	0.6	3.5	O=C(N/N=C1\C(=O)c2cccc3cccc1c23)c1ccc(O)cc1
11	-2.6	3.2	-0.4	3.8	-3.4	11.6	1.4	1.6	-2.9	5.0	CC(C)S(=O)(=O)NC(=O)C1(C)CCN1C(=O)Cc1ccccc1 (stereo unspecified)
12	-8.0	-2.5	-0.1	0.1	-1.2	-0.6	-3.2	4.7	5.3	-1.4	Cc1nn(C)cc1C(=O)NNC(=S)Nc1ccc(Cl)cc1
13	7.5	6.2	-0.4	6.5	-1.6	4.4	-5.1	-0.6	-9.6	-16.4	CCOc1cc(C(C(=O)NCC2CCCO2)N(C(=O)Cn2nnc3ccccc32)c2ccccc2C(C)=O)ccc1O (stereo unspecified)
14	-4.3	-3.6	-0.1	1.7	1.4	3.7	2.0	-1.3	1.8	-0.9	CCOC(=O)Cn1cncc1-c1ccc([N+](=O)[O-])cc1
15	-3.0	-3.4	-0.8	-2.8	-0.9	-2.1	-2.0	-7.1	7.8	-10.8	C/C(N)=C(/C#N)C(=O)COC(=O)c1ccc(C)c(S(=O)(=O)N2CCCCC2)c1
16	0.1	-3.3	0.4	0.5	2.9	-1.0	0.5	0.1	4.3	-9.6	CCn1nnnc1NCc1ccc(N2CCCC2)cc1
17	-8.9	3.2	0.6	0.5	-0.3	1.7	-5.5	-2.2	4.8	-5.9	CCn1c(SCc2ccc(C)cc2)nnc1C1CCN(S(=O)(=O)c2ccc(OC)cc2)CC1
18	-2.9	-2.6	-0.1	-4.4	2.9	3.0	3.3	1.8	1.4	1.4	CSC(=O)NC(=O)NC(=O)c1ccc([N+](=O)[O-])cc1
19	-1.6	4.7	-1.4	-1.4	0.8	-0.8	0.4	-20.1	7.8	6.0	Cc1ccc(NC(=O)C2CCN(S(=O)(=O)c3ccc4c(c3)NC(=O)C(C)S4)CC2)c(Cl)c1 (stereo unspecified)
20	3.1	0.9	-0.1	-3.1	-1.1	-0.1	-1.3	9.5	3.6	-5.7	CC1(C(=O)NCCc2c[nH]c3ccccc23)CCN1CC1CCCCC1 (stereo unspecified)

Reprinted from the part before: 4 entries, followed by the next part.
entry	DDE Tn7 FP inh	MBD2 DNA inh	proKLK7 act	PRMT1 FP inh	LEDGF integ inh	UHRF1 binding	Tn6 DDE FP	SIAE inh	TCR-CD3 inh	TDP2 absorb	smiles
17	-8.9	3.2	0.6	0.5	-0.3	1.7	-5.5	-2.2	4.8	-5.9	CCn1c(SCc2ccc(C)cc2)nnc1C1CCN(S(=O)(=O)c2ccc(OC)cc2)CC1
18	-2.9	-2.6	-0.1	-4.4	2.9	3.0	3.3	1.8	1.4	1.4	CSC(=O)NC(=O)NC(=O)c1ccc([N+](=O)[O-])cc1
19	-1.6	4.7	-1.4	-1.4	0.8	-0.8	0.4	-20.1	7.8	6.0	Cc1ccc(NC(=O)C2CCN(S(=O)(=O)c3ccc4c(c3)NC(=O)C(C)S4)CC2)c(Cl)c1 (stereo unspecified)
20	3.1	0.9	-0.1	-3.1	-1.1	-0.1	-1.3	9.5	3.6	-5.7	CC1(C(=O)NCCc2c[nH]c3ccccc23)CCN1CC1CCCCC1 (stereo unspecified)
21	2.9	-9.2	-1.5	62.5*	16.0*	2.4	-1.6	11.1	-5.5	62.9*	O=C(O)CSc1cc(NS(=O)(=O)c2cccc([N+](=O)[O-])c2)c2ccccc2c1O
22	-1.6	-1.9	-42.3	-4.5	4.0	-8.1	5.1	24.2*	31.9*	-23.9	Oc1c(Br)cc(Br)cc1/C=N/NC(=S)N[C@H]1CC2C=CC1C2 (stereo partly specified)
23	7.3	-1.4	1.8	2.1	2.5	-1.6	-2.7	-2.6	-2.8	-14.0	Cc1ccc2cc(C=C(C#N)C#N)c(N3CCCCC3)nc2c1
24	3.8	5.0	0.4	3.3	5.3	0.2	-8.1	2.8	-0.1	-13.9	Cc1ccc(NC(=O)c2cc(NC(=O)/C=C\C(=O)O)ccc2N2CCCCC2)cc1
25	-6.5	-2.8	0.1	-1.5	0.3	3.5	-3.2	6.8	-1.3	-0.9	CCn1ccnc1CN(C)Cc1nc(-c2ccccc2)no1
26	-0.7	-4.0	0.3	-2.7	3.7	-0.4	4.0	-9.8	-7.5	-3.4	CN(C(=O)COc1ccccc1)c1nnc(C23CC4CC(CC(C4)C2)C3)s1
27	-8.4	-3.0	0.4	-2.3	1.1	1.8	4.9	-3.1	1.5	-9.8	CCC(=O)Nc1ccc2nc(C3CC3)n(Cc3ccc(C(C)(C)C)cc3)c(=O)c2c1
28	-3.0	-3.3	-0.3	-1.5	2.7	1.0	3.9	-3.4	6.5	-1.5	CC(C)Oc1nc(-c2ccccc2Cl)nc2ccccc12
29	-5.7	-0.3	-0.3	-5.5	6.6	1.3	9.0	0.2	-2.7	-8.0	CC(=O)c1cccc(-c2ccnc3c2CC(C(=O)Nc2cccnc2)O3)c1 (stereo unspecified)
30	-5.6	0.1	4.7	-2.2	1.1	-1.1	-1.5	6.4	3.6	5.0	CC(C)(C)NC(=O)COC(=O)c1snc(C(=O)NC2CCCCC2)c1N
31	1.9	-3.0	0.2	21.8*	2.9	0.9	-4.2	9.6	-3.5	2.1	C=CCSC1=C(C#N)C(c2ccccc2OCC)CC(=O)N1 (stereo unspecified)
32	-0.8	2.0	-0.3	-0.2	-0.7	-5.6	-2.5	5.5	-1.7	-5.0	CCOc1ccccc1N1Cc2cc(C)c(C)cc2C1
33	-3.3	-4.0	0.3	-1.3	2.6	5.6	2.9	-7.9	-3.2	-18.1	COc1ccccc1C(=O)NCCC(=O)N1CCN(c2cccc(C(F)(F)F)c2)CC1
34	-0.8	-0.9	0.2	-1.1	0.8	-1.6	1.6	7.6	3.2	11.0	CCN(CC)S(=O)(=O)c1cccc(NC2=NCCCCC2)c1
35	-2.2	-1.0	0.4	0.5	-0.5	-1.5	5.6	-12.5	4.3	-5.2	COc1cccc(N2CCN(Cc3ncc(-c4ccccc4)o3)CC2)c1
36	-2.6	-2.2	-0.7	-1.0	0.6	5.0	3.1	-4.8	-19.3	-18.7	CCCCn1c(N)c(N(CCOC)C(=O)c2ccc(S(=O)(=O)N3CCCCC3)cc2)c(=O)[nH]c1=O
37	0.6	-7.1	-0.3	1.8	0.0	-0.9	-2.8	1.9	-0.1	6.9	CCOC(=O)C(NC(=O)c1cccc(Cl)c1)(OCc1ccccc1)C(F)(F)F (stereo unspecified)
38	4.9	-3.2	-0.5	-0.3	-0.2	-1.6	-1.3	7.0	-5.7	8.1	CCOc1cc(NC(=S)Nc2ccccc2)c(OCC)cc1NC(=O)c1ccccc1
39	-2.6	4.9	0.2	4.0	0.8	-2.0	-6.7	2.1	-7.2	9.9	CC(CNC(=O)[C@@H](Cc1ccccc1)NC(=O)CC[C@H]1O[C@@H](n2ccc(=O)[nH]c2=O)[C@H](O)[C@@H]1O)c1ccccc1 (stereo partly specified)
40	-5.7	-3.6	0.8	-2.6	-1.1	0.8	0.9	3.1	11.2	-2.8	Cc1nc(SCC(=O)NCc2cccs2)nc(C)c1C
41	5.5	4.1	0.1	-1.2	-2.0	9.3	2.6	3.6	-2.2	-7.9	COCCN(C(=O)CSc1nnc(-c2ccc(C)cc2)n1N)c1c(N)n(Cc2ccccc2)c(=O)[nH]c1=O
42	-0.6	4.1	-0.4	-0.6	1.6	-3.0	-8.2	-26.9	-1.5	-5.5	O=C(COC(=O)COc1ccccc1)NC12CC3CC(CC(C3)C1)C2
43	-5.7	1.7	0.5	1.0	1.4	-0.8	-9.9	-96.3	-3.0	1.4	CCOc1ccc(NS(=O)(=O)c2cc(NC(=O)c3cccc(C)c3)ccc2Cl)cc1
44	0.7	-1.4	39.2*	1.6	-3.3	-0.3	-2.1	-36.5	9.1	-11.6	CCC(SC1=N/C(=C/c2ccccc2OC)C(=O)N1c1ccccc1)C(=O)Nc1cc(C)on1 (stereo unspecified)
45	-2.0	-5.2	-6.5	0.7	0.5	0.9	-4.2	5.2	x	-3.4	CCn1c2ccccc2c2cc(NC(=O)c3cc4c(C)nn(-c5ccccc5)c4s3)ccc21
46	0.6	5.3	0.1	0.1	-5.3	-0.3	-6.6	-0.6	2.4	6.8	COc1ccc(C)cc1NC(=O)c1ccc(NC(=O)CC2SC(N3CCCC3)=NC2=O)cc1 (stereo unspecified)
47	-4.3	0.6	0.3	0.1	2.7	0.2	0.2	4.1	3.0	13.8	O=C(Cc1ccccc1)NC(C(=O)O)C(O)c1ccc([N+](=O)[O-])cc1 (stereo unspecified)
48	-2.1	5.0	-0.4	1.0	-2.8	2.4	2.0	-7.0	-5.8	2.4	CCn1ncc(Br)c1C(=O)NC1CCCCCCC1
49	1.5	3.2	0.0	-0.5	-1.3	0.4	0.6	4.6	-6.1	1.0	Cc1ccc(CSc2nnc(-c3cnccn3)n2C)cc1
50	1.4	-2.0	1.1	-4.9	2.5	0.1	-4.0	-0.3	-0.3	3.6	COC(=O)c1ccc(CNC(=O)c2cc(S(=O)(=O)NCc3ccccc3)ccc2C)cc1
51	-2.8	-0.5	0.2	-2.0	-2.4	-1.1	0.5	1.0	-5.3	0.1	COc1cc(OC)c(NC(=O)CCCn2c(=O)oc3ccccc32)cc1Cl

Source: PubChem BioAssay
